Screens from PubChem.
BaF3 tox: counter-screen for JAK2V617F inhibitors: parental Ba/F3 viability inhibitors. CellTiter-Glo ATP luminescence. inhibition, % at 5.6 µM. 1.1% of 220,000 active;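 active = inhibition above a per-campaign cutoff, the mean inhibition of all tested compounds plus 3 SD, cut at about 27% in these data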;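 also: 0% = DMSO wells and 100% = JAK Inhibitor I control wells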
Wee1 stabilizer: inhibitors of human Wee1 degradation. HeLa Luc-Wee1K328M stability, luciferase luminescence; 100% = proteasome inhibitor MG132 effect. reporter increase, % at 5 µM. P30291. 1.2% of 220,000 active;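 active = activation above the mean of all tested compounds plus 3 SD, set per screening run, cut at about 8.8% in these data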;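 also: cells exposed to compound for 20 h before luminescence read; 0% = DMSO alone and 100% = MG132 at 30 µM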
PPC-1+TRAIL kill: compounds killing PPC-1 cancer cells with TRAIL present (potentiator screen, no TRAIL-free arm) | PPC-1 cells + TRAIL, ATPLite viability luminescence | cell killing (% activity), % at 4 µM | 0.41% of 220,000 active | AID 1443;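 active = cell killing above 50% in the first pass at 4 µM, then a duplicate retest at 5 µM averaging 50% or more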;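 also: plate controls were cells with TRAIL plus DMSO for no effect and medium-only wells lacking cells for full effect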
RBBP9 inhibitor: blocks human serine hydrolase RBBP9; O75884; recombinant RBBP9, FP-Rh probe fluorescence polarization; inhibition, % at 7.94 µM; 0.2% of 220,000 active; AID 1515;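 active = inhibition above the campaign mean of all tested compounds plus 3 SD, cut at about 14% in these data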;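 also: plate controls were DMSO wells with RBBP9 for no effect and wells lacking RBBP9 protein for full effect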
Target sequence (O75884 whole entry, looked up): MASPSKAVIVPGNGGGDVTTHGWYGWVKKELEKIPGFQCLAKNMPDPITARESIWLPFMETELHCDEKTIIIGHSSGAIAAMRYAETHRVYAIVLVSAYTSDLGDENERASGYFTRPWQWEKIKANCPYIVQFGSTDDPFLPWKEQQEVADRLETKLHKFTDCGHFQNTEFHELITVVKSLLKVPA
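system = RBBP9 protein | input = RBBP9 at 2.5 µM in dispensed solution, before mixing | measured by = fluorescence polarization (mP), excitation 525 nm, emission 598 nm | incubation = enzyme-compound preincubation 30 min, then probe labeling 45 min, 25 °C | buffer or medium = Tris-NaCl-Pluronic buffer, pH 8.0 | compound = single dose 7.94 µM | also added = FP-Rh probe, 375 nM dispensing solution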
CHOP inh: CHOP inhibition in unfolded protein response | inhibition, % at 10 µM | CHO-K1 CHOP-promoter luciferase, tunicamycin-induced, 15-18 h | 3.8% of 220,000 active | AID 2732;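 active = compounds that reduced the stress-induced luciferase reporter signal by more than about 70% of percent inhibition, limit read from the data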;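 also: 0% = tunicamycin plus vehicle and 100% = wells without tunicamycin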
TRPML3 agonist: activates the human TRPML3 channel. HEK293 TRPML3-YFP, Fluo-8 calcium fluorescence; 100% = the carbachol control signal. activation, % at 3 µM. 0.29% of 220,000 active. AID 1448;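 active = activation above its plate's cutoff, the mean activation of the plate's test wells plus 3 SD, cut at about 12% in these data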;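 also: 0% = DMSO only wells and 100% = carbachol wells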
Target sequence (Q8TDD5 whole entry, looked up): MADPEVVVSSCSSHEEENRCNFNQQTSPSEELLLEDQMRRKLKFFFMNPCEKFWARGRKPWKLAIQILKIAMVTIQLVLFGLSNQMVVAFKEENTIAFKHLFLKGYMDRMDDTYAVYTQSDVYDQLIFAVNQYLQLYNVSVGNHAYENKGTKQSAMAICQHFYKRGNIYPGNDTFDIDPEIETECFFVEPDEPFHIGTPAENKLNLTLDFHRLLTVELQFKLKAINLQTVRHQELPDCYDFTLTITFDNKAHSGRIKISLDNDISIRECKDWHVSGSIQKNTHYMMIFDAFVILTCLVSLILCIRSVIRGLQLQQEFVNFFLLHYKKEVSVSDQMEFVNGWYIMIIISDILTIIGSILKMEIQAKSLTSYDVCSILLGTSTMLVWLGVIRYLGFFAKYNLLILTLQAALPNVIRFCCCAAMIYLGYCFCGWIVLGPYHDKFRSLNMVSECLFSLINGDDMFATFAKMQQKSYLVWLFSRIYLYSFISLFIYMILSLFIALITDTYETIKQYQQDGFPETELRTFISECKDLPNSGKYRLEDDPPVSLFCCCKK
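Test system – HEK293 line with stable expression of human TRPML3-YFP channel · Control set – carbachol 87 µM final as high control (100%), DMSO as low control (0%) · Signal – Fluo-8 calcium dye fluorescence, ex 470-495, em 515-575 nm · Incubation – 1-h 37 °C dye load, 5-s basal, 120-s post-compound reads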
zfTRPN1 agonist: activates the zebrafish TRPN1 channel; 0.18% of 220,000 active; activation, % at 3 µM; AID 1424; HEK293 zebrafish TRPN1-YFP, Fluo-8 calcium fluorescence; 100% = response to 87 µM carbachol;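 active = activation above its plate's cutoff, the mean activation of test wells on that plate plus 3 SD, cut at about 19% in these data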;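 also: 0% = DMSO alone and 100% = 87 µM carbachol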
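Assay system: Zebrafish TRPN1-YFP in HEK293 cells | Incubation: Dye loading 1 h at 37 °C, then 30 min room temperature | Measured by: Kinetic Fluo-8 fluorescence, ex 470-495, em 515-575 nm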
TNF necrop inh: inhibitors of TNF-alpha induced necroptosis in Jurkat FADD-/- cells. 0.068% of 220,000 active. activation (protection from cell death), % at 10 µM. Jurkat FADD-/- TNF necroptosis rescue, ATP luminescence, 24 h; 0 = TNF only, 100 = no-TNF cells;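 active = activation, meaning protection from cell death, of at least 50% relative to plate controls; inactive = activation below 50%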;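 also: necroptosis triggered by 40 ng/mL TNF-alpha added together with compound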
Ba/F3 V617F tox: loss of viability in JAK2V617F-driven Ba/F3 cells; 1.1% of 220,000 active; inhibition, % at 5.6 µM; Ba/F3 EpoR-JAK2V617F viability, ATP luminescence;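 active = inhibition above the campaign mean plus 3 SD over all tested compounds, cut at about 24% in these data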;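 also: cytokine-independent growth of Ba/F3 cells driven by EpoR plus mutant JAK2; 0% = DMSO-treated cells and 100% = JAK inhibitor I control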
The depositor's hits bear a star; x = no result given; + = active, no number.

SMILES	BaF3 tox	Wee1 stabilizer	PPC-1+TRAIL kill	RBBP9 inhibitor	CHOP inh	TRPML3 agonist	zfTRPN1 agonist	TNF necrop inh	Ba/F3 V617F tox
CCn1c(SCC(=O)NC2CCCCC2)nnc1-c1cc2cccc(OC)c2o1	1	-1	9	1	24	-0.6	-1.7	0.7	0
Cc1noc(C)c1CN1C(=O)NC2(CCc3ccccc3C2)C1=O (configuration not stated)	6	1	x	-8	12	0.7	1.7	-2.6	-2
Oc1ccc(CN2CCC(Cc3ccccc3)CC2)c2cccnc12	0	4	34	0	65	1.2	0.4	-12	83*
O=C(c1ccco1)N1CCN=C1SCc1ccccc1F	10	-2	22	0	4	0.4	-0.6	0.1	2
COc1ccc(-c2cc(C(=O)Nc3c(C)nn(Cc4ccccc4Cl)c3C)no2)cc1OC	1	0	9	-5	24	-0.1	-1.5	-0.4	-2
CCOC(=O)c1c(-c2ccccc2)nc2ccc(Cl)cn12	2	-2	4	-6	44	-1.1	0.7	-4.7	-3
COc1ccc(NC2=C(C)C(=O)CC2)cc1	2	2	19	7	-34	0.9	-0.3	-3.2	0
CCc1cc(=O)oc2c(C)c(O)c(CN3CCCCC3)cc12	2	1	-8	-2	13	-0.1	1.1	2.0	3
Cc1nnc(SCC(=O)NC2CC2)n1CCc1ccccc1	4	0	8	-4	24	0.9	0.1	-2.2	0
CC1Cc2cc(C3(O)C(=O)c4ccccc4C3=O)ccc2N1 (configuration not stated)	3	2	2	-14	18	-0.3	-0.1	-1.9	1
COc1ccc(Nc2nc(NCc3ccco3)nc(N)c2[N+](=O)[O-])cc1	-2	-1	18	-11	34	-0.6	-1.9	-0.8	0
Cc1cc(=O)[nH]c2c1c(C)nn2C1CCCCC1	2	-3	28	-10	-1	0.1	-0.8	-1.8	-4
COc1ccccc1NC(=O)C(=O)NCc1ccccc1Cl	6	1	9	6	-18	0.7	1.1	2.1	1
O=C(CCl)N(c1ccccc1)c1c[nH]c2ccccc12	50*	1	11	-1	x	-0.6	-1.3	-13	101*
Cc1ccc(C(=O)C2CCN(C(=S)NCC3CCCO3)CC2)cc1 (configuration not stated)	5	7	9	-8	3	2.6	3.7	-0.7	3
Cc1csc(NC(=O)CSc2nnc(NC(=O)COc3ccc(Cl)cc3)s2)n1	0	3	44	-6	93*	0.5	-0.4	1.2	-4
Cc1ccccc1CSc1nc2ccccc2c(=O)[nH]1	6	3	9	-6	49	0.3	-0.6	1.5	-3
COc1ccc(CCn2c(=N)c(C(=O)N3CCN(C)CC3)cc3c(=O)n4ccccc4nc32)cc1	2	-2	0	2	-12	0.2	0.9	-2.1	-1
CCC(C(=O)Nc1cc(C(=O)O)ccc1C)c1ccccc1 (configuration not stated)	3	-2	9	-3	-15	0.8	1.7	1.0	-1
COc1ccccc1CN1CC(C(=O)NC2CCCCC2)CC1=O (configuration not stated)	6	-2	5	-8	-1	0.0	0.4	-3.3	-1
CCC(=O)c1ccc(N2CCCCC2)c(F)c1	3	1	-4	-2	24	1.1	0.7	-0.2	-5
O=C(Cn1cnnn1)Nc1ccccc1Cc1ccccc1	1	4	x	-13	22	0.4	0.9	-4.9	2
CSC1=C(C#N)C(c2ccccc2Cl)C(C(=O)c2cccs2)C(O)(C(F)(F)F)N1 (configuration not stated)	11	1	-4	-11	-35	0.1	1.8	0.4	2
COC(=O)c1ccc(N2CCOCC2)c(NC(=O)Nc2cccc(OC)c2)c1	8	3	20	-2	33	0.4	1.7	1.4	0
CC(O)CNc1nc2c(c(=O)n(C)c(=O)n2C)n1CCc1ccccc1 (configuration not stated)	-1	0	-11	7	-5	1.1	0.8	-1.8	-4

Looked up by structure from the entries so far, 4 records:
SMILES	BaF3 tox	Wee1 stabilizer	PPC-1+TRAIL kill	RBBP9 inhibitor	CHOP inh	TRPML3 agonist	zfTRPN1 agonist	TNF necrop inh	Ba/F3 V617F tox
CC1Cc2cc(C3(O)C(=O)c4ccccc4C3=O)ccc2N1 (configuration not stated)	3	2	2	-14	18	-0.3	-0.1	-1.9	1
COc1ccc(-c2cc(C(=O)Nc3c(C)nn(Cc4ccccc4Cl)c3C)no2)cc1OC	1	0	9	-5	24	-0.1	-1.5	-0.4	-2
COc1ccc(Nc2nc(NCc3ccco3)nc(N)c2[N+](=O)[O-])cc1	-2	-1	18	-11	34	-0.6	-1.9	-0.8	0
COc1ccc(CCn2c(=N)c(C(=O)N3CCN(C)CC3)cc3c(=O)n4ccccc4nc32)cc1	2	-2	0	2	-12	0.2	0.9	-2.1	-1

The list continues:
SMILES	BaF3 tox	Wee1 stabilizer	PPC-1+TRAIL kill	RBBP9 inhibitor	CHOP inh	TRPML3 agonist	zfTRPN1 agonist	TNF necrop inh	Ba/F3 V617F tox
Cc1cc2c(OCC(O)CNC(C)(C)C)cccc2[nH]1 (configuration not stated)	6	0	-11	-4	28	0.6	0.5	0.3	1
Cc1ccc2c(c1)N(CC(=O)NCc1cccs1)C(=O)C(C)O2 (configuration not stated)	2	4	5	-4	-22	-0.8	-1.6	-0.1	1
COCCSc1nc(N)c2c3c(sc2n1)CN(C)CC3	2	-3	-6	2	6	1.4	1.8	5.5	-1
CCN(CC)CC(=O)Nc1ccc2c(c1)Nc1ccccc1CC2	1	4	-2	-1	11	1.4	0.9	-1.8	-3
CCCn1nnnc1SCC(=O)NCc1ccc(OC)cc1	9	5	14	-4	5	0.6	1.9	1.6	6
O=C(NC(=S)Nc1ccc(NC(=O)c2cccs2)cc1)c1ccc([N+](=O)[O-])cc1	0	1	8	-3	2	-0.6	0.1	2.9	-1
O=C(CCSc1ccccc1)Nc1nc2c(s1)COc1ccccc1-2	2	-1	8	-13	65	0.8	0.8	2.4	-2
CCN(CC)C(=S)SCC(=O)Nc1ccc(F)cc1	0	-3	32	2	42	0.5	1.4	0.3	-6
COc1ccc(NC(=O)[C@H](C)NC(N)=O)cc1S(=O)(=O)Nc1cc(C)ccc1Br	5	0	5	-6	1	-0.2	0.1	0.1	1
COc1ccc(C(c2c(O)cc(C)oc2=O)c2c(O)cc(C)oc2=O)cc1	3	0	6	-5	29	-0.9	1.8	-4.4	1
O=C(Nc1cccc2c1C(=O)NC2=O)c1cccc(N2C(=O)CCC2=O)c1	8	3	3	-2	13	0.8	0.3	-1.6	2
Cc1c(NC(=O)CSc2nc3ccc(Cl)cc3[nH]2)c(=O)n(-c2ccccc2)n1C	2	-1	22	-4	22	-0.5	-2.1	0.4	-5
CCOC(=O)CNC(=O)C(Cc1ccccc1)NC(=O)OCc1ccccc1 (configuration not stated)	3	0	7	-3	20	0.6	0.6	-2.1	-1
Cc1ccc(-n2c(-c3ccncc3)nnc2-c2ccco2)cc1	3	-3	-3	-7	-3	-0.3	0.0	-2.2	-1
CC(C)c1cc(C(=O)O)on1	2	1	20	-7	19	0.4	0.4	-2.6	-2
C=CC[n+]1ccn(-c2nc3ccccc3nc2[N-]S(=O)(=O)c2cccs2)c1	86*	3	4	8	3	0.4	1.5	-0.9	92*
COC(=O)c1cccc(C(=O)Nc2ccc(F)cc2)n1	2	4	17	-8	12	-0.4	1.3	-1.0	-2
O=c1[nH]nc(N/N=C/c2ccccc2OC(F)F)c(=O)[nH]1	22	-2	20	-3	11	0.5	-0.3	1.5	-5
COc1cccc(CNc2ccc(C)c(Cl)c2)c1	5	5	17	-5	26	-0.4	-0.4	1.9	1
O=C1CC(c2cccc(Cl)c2)Cc2nc(N3CCN(c4ccccc4)CC3)ncc21 (configuration not stated)	2	0	25	-3	35	0.4	-0.6	-0.3	0
COCCn1c(SCC(=O)Nc2ccccc2)nc2c(oc3ccccc32)c1=O	9	-1	7	-2	4	0.0	-0.1	0.4	3
CC(Sc1nc2cc(Cl)ccc2s1)C(=O)Nc1cccc(S(=O)(=O)N2CCOCC2)c1 (configuration not stated)	6	0	11	-21	11	0.9	0.1	6.1	1
O=C(/C=C/c1ccccc1)NC(NC(=S)Nc1cccc(O)c1)C(Cl)(Cl)Cl (configuration not stated)	8	1	7	-26	57	0.6	-0.2	2.2	1
Cc1cc(Cl)ccc1OCC(O)CN1C(C)CCCC1C (configuration not stated)	6	0	2	2	10	0.1	-1.1	4.1	0
O=C(COC(=O)c1ccc2c(c1)OCO2)Nc1ccccc1	6	-3	-12	4	18	0.4	2.0	1.8	2

(further entries)
SMILES	BaF3 tox	Wee1 stabilizer	PPC-1+TRAIL kill	RBBP9 inhibitor	CHOP inh	TRPML3 agonist	zfTRPN1 agonist	TNF necrop inh	Ba/F3 V617F tox
COc1cc(/C=N/n2c(-c3ccc4c(c3)NC(=O)CO4)csc2=Nc2cccc(C)c2)ccc1O	4	-2	15	0	41	-0.1	0.7	-14	0
Cc1cc(Cl)ccc1NC(=O)CCC(=O)O	6	-3	-3	-7	9	0.4	-0.3	2.1	-1
COc1ccc2nc(NC(=O)c3cccc(S(=O)(=O)N4CCOCC4)c3)sc2c1	11	0	5	-1	40	0.1	3.6	-0.9	5
O=C(CSc1nc2c(c(=O)n1-c1ccc(F)cc1)SCC2)NCC1CCCO1 (configuration not stated)	0	-1	-25	-7	4	-0.1	0.1	0.0	-4
Cc1ccc(NC(=O)CCN2C(=O)CSC2=O)c(C)c1	3	2	16	-11	46	0.1	0.1	0.3	-3
O=c1ccc2[n+]([O-])c3ccc(O)cc3oc-2c1	9	1	23	+	9	27*	48*	-25	8
O=[N+]([O-])c1ccccc1NCCNS(=O)(=O)c1ccc(Cl)cc1	6	6	-6	-9	29	-0.4	-0.5	1.7	-1
CCOC(=O)N1CCC(N(CCOC)C(=S)Nc2cccc(SC)c2)CC1	5	2	-2	-1	13	-0.2	-1.2	1.0	-4
S=C(NCc1ccccn1)Nc1ccc(Cl)c(Cl)c1	6	-2	4	-4	13	0.0	0.7	-1.6	-1
CC(C)C1Cc2[nH]c(=O)c(C(=O)O)cc2CO1 (configuration not stated)	0	-3	16	-6	23	0.6	-0.3	-0.6	0
CN(C)/C=C/C(=O)c1nnn(C2CCCCC2)c1NC1CCCCC1	3	4	4	-8	5	-0.3	1.0	-1.3	1
O=C1c2ccsc2SCCN1Cc1c(Cl)cccc1Cl	4	4	-2	-13	49	-0.5	-2.4	0.6	3
O=C(O)c1ccc(N2CCOCC2)c(N2C(=O)C3C4C=CC(C4)C3C2=O)c1 (configuration not stated)	-3	0	14	2	1	0.3	0.7	0.9	-6
CCC(CC)c1nnc(NC(=O)CCN2C(=O)c3ccccc3C2=O)s1	4	-1	14	-9	22	0.8	2.7	-0.6	3
Cc1ccc(S(=O)(=O)NC(C(=O)OCC(=O)NC(=O)c2cccn2C)C(C)C)cc1 (configuration not stated)	2	3	-4	-9	15	0.5	0.5	0.7	2
CCOC(=O)N1CCC(NC(=O)C(C)n2c3ccccc3c3cnn(C)c(=O)c32)CC1 (configuration not stated)	13	1	13	-6	-8	0.5	0.3	6.9	1
CN(C)c1ccc(/C=C/C(=O)c2c(O)c3ccccc3oc2=O)cc1	2	0	-9	-5	-10	6.9	13	-3.9	-7
